LMPTP block: LMPTP phosphatase inhibitors, primary screen, biochemical, fluorescence intensity, uHTS | Low molecular weight phosphotyrosine protein phosphatase (Homo sapiens), P24666 | recombinant LMPTP-A, OMFP fluorogenic substrate | inhibition, % at 20 µM | actives 0.22% (n = 360,000);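 active means compounds that cut the enzyme signal by at least half of the control window in the single-dose screen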;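 further: plate controls were DMSO wells with enzyme plus substrate for no effect and substrate without enzyme for full effect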
Target sequence (P24666 whole entry, looked up): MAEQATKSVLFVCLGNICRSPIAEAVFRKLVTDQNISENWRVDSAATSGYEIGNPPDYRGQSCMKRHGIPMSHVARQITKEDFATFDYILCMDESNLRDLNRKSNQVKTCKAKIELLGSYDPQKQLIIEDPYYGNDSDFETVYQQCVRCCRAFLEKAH
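Assay system: LMPTP-A, protein tyrosine phosphatase of low molecular weight / Medium: pH 6.0 Bis-Tris buffer with DTT and Triton X-100 / Schedule: 50 min enzyme reaction at room temperature, protected from light / Measured by: endpoint fluorescence intensity from OMFP dephosphorylation / Read-out basis: % inhibition relative to no-enzyme and uninhibited control wells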
STEP block: STEP phosphatase inhibitors, primary screen, biochemical, fluorescence intensity, uHTS. inhibition, % at 20 µM. recombinant STEP, OMFP fluorogenic substrate. actives 0.25% (n = 360,000). Tyrosine-protein phosphatase non-receptor type 5 (Homo sapiens), P54829;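 active means inhibition at 20 µM, scaled per plate between control wells, above about 37%, limit read from the data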;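 further: 0% = DMSO with enzyme and substrate and 100% = substrate only without enzyme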
Target sequence (P54829 whole entry, looked up): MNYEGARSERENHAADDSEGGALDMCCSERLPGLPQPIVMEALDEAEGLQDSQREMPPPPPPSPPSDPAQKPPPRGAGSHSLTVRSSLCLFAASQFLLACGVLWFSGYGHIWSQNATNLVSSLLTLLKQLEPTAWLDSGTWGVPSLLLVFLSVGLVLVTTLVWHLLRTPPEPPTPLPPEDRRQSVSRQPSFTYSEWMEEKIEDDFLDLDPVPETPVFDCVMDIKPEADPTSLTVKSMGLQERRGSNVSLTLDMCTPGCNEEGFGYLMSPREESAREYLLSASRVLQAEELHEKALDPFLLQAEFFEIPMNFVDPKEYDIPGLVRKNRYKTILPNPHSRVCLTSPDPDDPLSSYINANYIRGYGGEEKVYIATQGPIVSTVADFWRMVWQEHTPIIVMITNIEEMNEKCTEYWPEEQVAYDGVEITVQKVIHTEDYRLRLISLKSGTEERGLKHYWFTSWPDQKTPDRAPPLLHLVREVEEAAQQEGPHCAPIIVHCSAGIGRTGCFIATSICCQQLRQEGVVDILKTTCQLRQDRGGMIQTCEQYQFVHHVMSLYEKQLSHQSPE
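medium = Bis-Tris buffer pH 6.0, 2.5 mM DTT, 0.005% Tween 20 | test system = STEP (striatal-enriched tyrosine phosphatase) enzyme, cell-free | measure = normalized % inhibition | compound dosing = 20 µM, 1% DMSO | also added = 25 µM OMFP | schedule = reaction 20 min, ambient temperature | measured by = fluorescence read at 480 nm ex / 540 nm em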
MsrA inhibitor: bovine MsrA enzyme inhibitors, primary screen, biochemical, absorbance, HTS. inhibition, % at 15.5 µM. AID 651718, 2012. Methionine sulfoxide reductase A (Bos taurus). actives 0.75% (n = 360,000). purified bovine MsrA, absorbance read-out; in the data active means inhibition above about 4.5%;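 further: 0% = vehicle wells with enzyme and 100% = reference inhibitor wells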
Scp1 inh: Scp-1 phosphatase inhibitors, primary screen, biochemical, colorimetric, uHTS; Carboxy-terminal domain RNA polymerase II polypeptide A small phosphatase 1 (Homo …; Recombinant Scp1, phosphopeptide, malachite green phosphate absorbance; inhibition, % at 20 µM; actives 0.88% (n = 340,000); AID 493091, 2011;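 active means inhibition above about 50% at 20 µM, limit read from the data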;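 further: plate controls were DMSO wells with enzyme for no effect and wells lacking enzyme for full effect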
Target sequence (Q9GZU7 76-261 limits assumed): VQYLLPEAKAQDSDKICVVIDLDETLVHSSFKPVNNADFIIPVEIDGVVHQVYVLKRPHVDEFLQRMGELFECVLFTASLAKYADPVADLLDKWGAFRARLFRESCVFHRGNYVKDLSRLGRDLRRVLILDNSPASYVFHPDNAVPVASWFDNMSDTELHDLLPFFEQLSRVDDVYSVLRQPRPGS
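assay system = SCP-1 phosphatase catalytic domain, residues 76-261 | buffer or medium = 50 mM Tris acetate pH 5.5, 0.005% Tween-20, 10 mM MgCl2 | incubation = enzyme reaction 45 min at room temperature, colour 5 min, stabilisation 30 min | signal = Phosphate-binding colour reagent, absorbance read at 630 nm | measure = % inhibition at 20 µM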
DNMT1 inh: human DNMT1 methyltransferase inhibitors, primary screen, biochemical, molecular beacon, fluorescence, HinP1I cleavage, uHTS; DNA (cytosine-5)-methyltransferase 1 (Homo sapiens), P26358; inhibition (reported as % activation of signal), % at 10 µM; actives 0.83% (n = 360,000); in the data active means inhibition above about 50%
Rpn11 inh: Rpn11 (PSMD14) deubiquitinase inhibitors, primary screen, biochemical, fluorescence polarization, uHTS; human 26S proteasome, Ub4-pepOG fluorescence polarization; 20S core pre-blocked with epoxomicin; calls only at 20 µM; 26S proteasome non-ATPase regulatory subunit 14 (Homo sapiens), O00487; actives 0.59% (n = 360,000);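 active means inhibition at 20 µM, scaled to each plate's controls, above about 33%, limit read from the data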
NadD block: inhibitors of S. aureus NadD, primary screen, biochemical, colorimetric, uHTS. actives 0.78% (n = 360,000). AID 602399, 2012. inhibition, % at 20 µM. Nicotinate-nucleotide adenylyltransferase NadD (Staphylococcus aureus N315). purified NadD enzyme, colorimetric absorbance read-out; in the data active means inhibition above about 26%; further: some compounds past the cut are filed as inactive
CSN inh: inhibitors of CSN-mediated cullin deneddylation, primary screen, biochemical, fluorescence polarization, uHTS | COP9 signalosome complex subunit 5 (Homo sapiens), Q92905 | Purified CSN, SCF-Nedd8-OG deneddylation | inhibition, % at 12.5 µM | actives 0.38% (n = 360,000);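 active means pattern-corrected inhibition above about 35%, with an unprinted fluorescence ratio check between 0.5 and 1.5, limit read from the data, passing the limit was not always enough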;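 further: 0% = enzyme with substrate and 100% = substrate without enzyme; some results filed as inactive read as strong as hits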
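Assay system: purified human Csn5 enzyme expressed in HEK293T cells; Input: 0.24 nM Csn5 enzyme, final concentration; Reagent: 10 nM SCFSkp2-Nedd8OG; Compound dosing: 12.5 µM single point; Times: reaction 90 min, room temperature; Technique: fluorescence polarization readout.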
SUMO1-SIM PPI: modulators of SUMO1 protein-protein interactions, primary screen, biochemical, uHTS. inhibition, % at 20 µM. SUMO1 binding to a labelled peptide, TR-FRET, 1 h. AID 602429, 2012. actives 0.33% (n = 360,000); in the data active means inhibition above about 37%
Target sequence (P63165 whole entry, looked up): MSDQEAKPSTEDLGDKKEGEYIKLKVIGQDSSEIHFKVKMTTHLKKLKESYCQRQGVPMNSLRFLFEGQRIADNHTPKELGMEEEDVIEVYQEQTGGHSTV
TbMetRS inhib: T. brucei MetRS inhibitors, primary screen, biochemical, luminescence; methionyl-tRNA synthetase (Trypanosoma brucei brucei); purified T. brucei MetRS, ATP depletion, Kinase-Glo luminescence; inhibition, % at 11.9 µM; actives 0.4% (n = 360,000);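 active means inhibition above a per-plate cutoff of the control wells' mean inhibition plus 3 SD, cut at about 5.5% in these data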;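 further: 0% = DMSO wells median and 100% = median of wells with control inhibitor compound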
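Material – parasite MetRS enzyme · Medium – HEPES-MgCl2-KCl buffer plus DTT, spermine, BSA, pyrophosphatase · Reagent – ATP, methionine and E. coli bulk tRNA substrates · Times – 15 min enzyme-compound preincubation, 2 h reaction, 10 min detection, 25 °C · Measured by – luminescence of leftover ATP · Evaluation – percent inhibition relative to median high and low control wells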
The depositor's hits bear a star; i = inactive; · = not tested or not shown.

SMILES	LMPTP block	STEP block	MsrA inhibitor	Scp1 inh	DNMT1 inh	Rpn11 inh	NadD block	CSN inh	SUMO1-SIM PPI	TbMetRS inhib
O=C(Nc1cc(S(=O)(=O)N2CCCCC2)ccc1Oc1ccccc1)C1=COCCO1	2.0	1	0.9	-8	-5	i	-3	3	8	-0.6
O=C1N[C@@H](Cc2ccccc2)C(=O)N2CCCC12 (stereo partly drawn)	-2.9	-1	2.0	4	6	i	1	-2	2	-1.7
O=C1NC(=O)C(=Cc2ccccc2)N1	-1.1	0	3.5	-2	19	i	3	3	-22	-0.3
Cc1ccc(-c2n[nH]c(=O)c3ccccc23)c(C)c1	-1.1	0	-0.6	-12	3	i	3	1	6	-0.8
COc1ccc(S(=O)(=O)N2CCOCC2)cc1C(=O)N1CCCCC1	-0.6	-2	0.6	-4	3	i	-2	1	1	0.6
COc1ccc(CCNC(=O)COC(=O)C2COc3ccccc3O2)cc1 (stereo not drawn)	-1.3	-1	-0.4	-10	2	i	-4	-2	0	-0.3
O=C(NCCCNCCCNC(=O)c1ccc(/C=N/O)nc1)c1ccc(/C=N/O)nc1	-4.5	-3	-0.6	-15	-3	i	-8	3	-17	0.1
O=C(c1ccc(Br)cc1)c1sc(N2CCOCC2)nc1-c1ccccc1	3.0	4	-0.8	2	-7	i	1	13	-10	-0.5
Cc1ccc(-n2ccnc2SCC(=O)N(CC(C)C)C2CCS(=O)(=O)C2)c(C)c1 (stereo not drawn)	-0.9	4	-1.3	-1	1	i	2	4	0	-0.6
Cc1cc2c(cc1S(=O)(=O)N1CCN(c3ccccc3)CC1)OCC(=O)N2	-0.9	-1	-0.1	-12	9	i	-7	1	-3	-0.2
O=C(CNC(=O)c1ccc2c(c1)OCCO2)N/N=C/c1cccc(Br)c1	0.5	2	0.6	-5	0	i	0	-2	-2	-0.4
O=C(c1c[nH]c2ccc(S(=O)(=O)N3CCC4(CC3)OCCO4)cc2c1=O)N1CCOCC1	-0.4	0	1.0	-2	3	i	-4	1	1	-0.6
Cc1ccc(Cn2cccc2/C=N/NC(=S)Nc2ccc(C)cc2)cc1	1.5	0	0.6	-4	-4	i	7	3	-1	-1.0
COc1ccc(OCCNS(=O)(=O)Cc2ccccc2)cc1	-1.9	-1	-0.8	-4	1	i	0	-18	3	-0.5
Cc1ccc(C)c(C(=O)Nc2c(C(N)=O)oc3ccccc23)c1	1.1	-1	0.5	-12	-4	i	-5	-1	-3	-0.2
CC(C)CCC(CCN1CCOCC1)c1ccc2c(c1)OCO2 (stereo not drawn)	-0.1	1	0.6	-5	-1	i	-3	1	2	-0.9
Cc1nc(/C(N)=N/OC(=O)Cc2ccccc2)no1	-0.3	-1	0.5	-1	2	i	-2	-19	-1	0.4
COc1ccc2cc(C(=O)Nc3ccc(S(N)(=O)=O)cc3)sc(=O)c2c1OC	6.3	10	1.7	73*	1	i	-3	-2	-29	0.9
CN1CCN(c2cccc3c2S(=O)(=O)N[C@H](Cc2ccccc2)CO3)CC1	0.5	·	1.6	·	·	·	-10	-3	-2	0.2
CC(C)CCNC1=CC(=O)CC(c2ccccc2)C1 (stereo not drawn)	-1.9	3	0.3	-5	2	i	-7	-2	-2	0.5

Reprinted from the part before: five entries, followed by the next part.
SMILES	LMPTP block	STEP block	MsrA inhibitor	Scp1 inh	DNMT1 inh	Rpn11 inh	NadD block	CSN inh	SUMO1-SIM PPI	TbMetRS inhib
CC(C)CCC(CCN1CCOCC1)c1ccc2c(c1)OCO2 (stereo not drawn)	-0.1	1	0.6	-5	-1	i	-3	1	2	-0.9
Cc1nc(/C(N)=N/OC(=O)Cc2ccccc2)no1	-0.3	-1	0.5	-1	2	i	-2	-19	-1	0.4
COc1ccc2cc(C(=O)Nc3ccc(S(N)(=O)=O)cc3)sc(=O)c2c1OC	6.3	10	1.7	73*	1	i	-3	-2	-29	0.9
CN1CCN(c2cccc3c2S(=O)(=O)N[C@H](Cc2ccccc2)CO3)CC1	0.5	·	1.6	·	·	·	-10	-3	-2	0.2
CC(C)CCNC1=CC(=O)CC(c2ccccc2)C1 (stereo not drawn)	-1.9	3	0.3	-5	2	i	-7	-2	-2	0.5
CCc1nc(Nc2ccc(NC(C)=O)cc2)c2oc3ccccc3c2n1	0.2	-2	3.2	-1	0	i	0	0	-3	0.1
CCOc1ccc(NC2CCCCC2NS(=O)(=O)c2ccccc2)cc1 (stereo not drawn)	-0.1	0	-0.1	-3	-1	i	-3	-4	6	-0.1
Cn1cnc([N+](=O)[O-])c1N=C(N)N	0.2	-2	-1.1	1	2	i	0	2	2	-0.3
NC(=O)CN1C(=O)C(=O)N(Cc2cccc(Cl)c2)C1=O	-0.9	-2	-0.4	0	3	i	2	1	1	-0.8
Cc1ccc(-n2[nH]c(C)c(C=Nc3ccc4[nH]c(=O)[nH]c4c3)c2=O)cc1	-0.6	-5	3.3	1	-8	i	-2	-7	-5	-1.2
Cc1nn(C(C)C(=O)NCCc2ccccc2)c(=O)c2cc3occc3n12 (stereo not drawn)	5.8	-2	0.3	1	0	i	-1	2	1	-0.2
COC(=O)c1cn(CC(=O)NC2CCCCCC2)c2ccccc12	-0.7	-1	-0.5	-5	14	i	0	-10	6	-0.6
CC(C)(C)c1ccc(OCc2ccc(C(=O)N/N=C3\CC4CC=CC34)cc2)cc1 (stereo not drawn)	-1.3	1	-0.1	-2	18	i	9	0	1	-0.4
Nc1nc(-c2ccccc2)c(C(=O)Nc2ccccc2)s1	-0.8	-1	1.5	6	0	i	5	-3	-3	-1.4
Cc1c(C(=O)O)sc2nc(SCC(=O)Nc3ccc(S(=O)(=O)NC(C)(C)C)cc3)[nH]c(=O)c12	0.4	1	0.9	-3	1	i	-1	-7	5	0.4
Cc1ccc(N=C2NC(=O)/C(=C\c3ccc(C)s3)S2)cc1	1.5	1	0.9	-5	16	i	13	9	-6	0.3
Cc1ccc(CNC(=O)CCCNS(=O)(=O)c2cccc3nonc23)cc1	-0.9	-2	-1.0	1	0	i	3	3	-19	0.2
O=C(Nc1ccc(OC(F)(F)F)cc1)c1cnccn1	-0.7	0	-1.1	-10	3	i	7	0	-2	-1.3
O=S(=O)(Nc1cccnc1)c1ccc(Cl)c(C(F)(F)F)c1	-0.6	-3	-1.4	3	7	i	3	0	0	0.8
CCN(CCn1cccn1)C(=O)CC1C(=O)NCCN1Cc1ccc(OC)c(OC)c1 (stereo not drawn)	-1.2	3	-1.5	-2	-2	i	-4	0	0	-1.3
Cc1ccccc1NC(=O)CC1SC(=NC2CCCCC2)NC1=O (stereo not drawn)	-1.4	-2	0.8	-5	3	i	-4	-3	-7	-0.9
O=C(Oc1ccc(NC2=C(Cl)C(=O)c3ccccc3C2=O)cc1)c1ccc([N+](=O)[O-])cc1	13	4	·	-3	19	i	23	4	-21	-0.5
COc1ccc(S(=O)(=O)Nc2cc3c4c(c2)C(C)C(=O)N4CCC3)cc1OC (stereo not drawn)	-1.5	-2	·	-3	-4	i	-3	-8	0	-0.5
CCCCCCCCN1C(=O)[C@H](CC(=O)NCCCN2CCCC2=O)C[C@@]2(C(=O)OC)CCCCC=C12	-0.3	·	-0.7	·	·	·	-10	48*	7	-0.4
Cn1c(=O)[nH]c(=O)c2c1nc(Br)n2CCSc1nnnn1-c1ccccc1	0.4	2	-0.1	-4	0	i	1	-1	8	0.2

Single entries from the list:
Reading of NC(=O)CN1C(=O)C(=O)N(Cc2cccc(Cl)c2)C1=O under STEP block: -2
Reading of CCCCCCCCN1C(=O)[C@H](CC(=O)NCCCN2CCCC2=O)C[C@@]2(C(=O)OC)CCCCC=C12 under NadD block: -10

More entries
SMILES	LMPTP block	STEP block	MsrA inhibitor	Scp1 inh	DNMT1 inh	Rpn11 inh	NadD block	CSN inh	SUMO1-SIM PPI	TbMetRS inhib
CCN(CC)CCN1C(=O)c2oc3ccccc3c(=O)c2C1c1cccc(Br)c1 (stereo not drawn)	-1.9	3	0.5	-7	-2	i	1	0	-1	-0.4
Cc1cccc(C)c1NC(=O)N1CCCCCCC1	0.3	1	2.2	1	7	i	-3	0	-4	-0.9
CC(OC(=O)c1ccccc1Nc1ccc(SC(F)F)cc1)C(N)=O (stereo not drawn)	2.8	-1	0.6	-16	-9	i	-3	4	0	-0.2
COc1ccc(S(=O)(=O)N2CCC(C(=O)NCCOc3ccccc3F)CC2)cc1OC	-0.3	0	-0.2	0	-7	i	0	-1	-12	-0.5
O=C(CN1C(=O)COc2ccccc21)NCCN1CCC(Cc2ccccc2)CC1	-0.3	0	1.6	-6	0	i	-9	-6	1	0.4
CC(C)NC(=O)CSCc1cccc(Br)c1	-1.0	0	-0.4	-7	1	i	3	3	-3	-0.1
Cc1ccc(NC(=O)CN2C(=O)C3CC=CCC3C2=O)cc1S(=O)(=O)N1CCOCC1 (stereo not drawn)	-1.2	-6	0.9	-7	-5	i	0	1	3	-0.5
CCC/C=N/NC(=O)c1cccc(Br)c1	-1.3	1	0.7	-4	1	i	8	-8	1	-0.9
CC(C)OCCCNC(=O)NC12CC3CC(CC(C3)C1)C2	-0.7	1	-0.4	-6	-9	i	7	-4	-2	0.2
COCCNC(=O)c1ccc(-c2csc(C)n2)cc1	0.7	-4	-0.4	-9	2	i	-2	-2	1	-0.2
CC1=NNC(=O)C1CCC(=O)N/N=C/c1c(Cl)cccc1Cl (stereo not drawn)	-0.1	1	-0.2	5	-2	i	5	-4	-1	-0.6
COc1nc(N)nc(NC23CC4CC(CC(C4)C2)C3)n1	0.4	0	0.4	-3	3	i	1	2	-2	-1.2
Cc1cccc(NS(=O)(=O)c2cccc(C(=O)NCC3(N4CCOCC4)CCCCC3)c2)c1	-0.3	-2	0.3	-5	2	i	5	-4	1	-0.2
